Compound activity (PubChem)
NadD block – inhibitors of Staphylococcus aureus NadD. inhibition, % at 20 µM. actives 0.78% (n = 360,000). purified NadD enzyme, colorimetric absorbance read-out; in the data active = inhibition above about 26%; also: some compounds past the cut are filed as inactive
Rin1-Abl PPI inh – human Rin1-Abl interaction inhibition; P00519+Q13671; TR-FRET Rin1/Abl binding, biochemical; inhibition, % at 7.35 µM; actives 0.4% (n = 360,000); AID 588664; in the data active = inhibition above about 5%, passing the limit was not always enough
PABP1 MLLE inh – blocks PAM2 peptide binding to the PABP1 MLLE domain | P11940 | GST-MLLE / FITC-PAM2 fluorescence polarization | inhibition, % at 20 µM | actives 0.36% (n = 360,000) | AID 588489; in the data active = inhibition above about 35%, passing the limit was not always enough;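 also: plate controls were DMSO wells with GST-MLLE for no effect and wells lacking GST-MLLE protein for full effect; some results filed as inactive read as strong as hits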
Neddylation inh – inhibitors of human cullin neddylation; TR-FRET cullin neddylation, biochemical; calls only at 25 µM; actives 0.58% (n = 360,000); in the data active = inhibition above about 36%
Target sequence (P61081 whole entry, looked up): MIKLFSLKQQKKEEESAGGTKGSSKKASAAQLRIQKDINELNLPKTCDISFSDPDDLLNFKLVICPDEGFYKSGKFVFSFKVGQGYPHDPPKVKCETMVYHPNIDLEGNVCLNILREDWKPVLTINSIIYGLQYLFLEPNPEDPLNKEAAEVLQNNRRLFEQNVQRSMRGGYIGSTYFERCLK
Target sequence (Q13564 whole entry, looked up): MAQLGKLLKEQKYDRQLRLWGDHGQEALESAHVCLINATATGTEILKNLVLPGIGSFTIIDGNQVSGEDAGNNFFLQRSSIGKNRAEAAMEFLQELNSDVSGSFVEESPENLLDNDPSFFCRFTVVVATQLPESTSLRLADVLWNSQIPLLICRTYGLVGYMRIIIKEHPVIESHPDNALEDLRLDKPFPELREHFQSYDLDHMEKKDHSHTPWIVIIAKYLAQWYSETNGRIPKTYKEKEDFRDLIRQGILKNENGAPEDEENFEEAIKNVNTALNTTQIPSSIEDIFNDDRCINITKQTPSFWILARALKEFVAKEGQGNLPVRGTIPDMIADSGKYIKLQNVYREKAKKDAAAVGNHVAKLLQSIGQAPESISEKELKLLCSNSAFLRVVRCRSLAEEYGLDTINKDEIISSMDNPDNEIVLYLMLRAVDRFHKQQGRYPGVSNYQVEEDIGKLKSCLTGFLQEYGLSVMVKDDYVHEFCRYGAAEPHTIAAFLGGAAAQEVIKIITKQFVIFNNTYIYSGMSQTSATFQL
MT1-MMP act inh – MT1-MMP (human) activation inhibition; P50281; GFP/RFP ratio change, % at 20 µM; actives 0.061% (n = 360,000); HT1080 RFP-PRO-GFP cells, GFP/RFP ratio fluorescence, overnight; percent of plate control window, DMSO zero;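 active = GFP/RFP ratio change of at least 30% with cell ATP level not reduced by more than half and red fluorescence within 50% of control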; also: strong numbers were not always called active
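Assay system – RFP-PRO-GFP reporter HT1080 cells · Compound dosing – single dose of 20 µM compound, 1% DMSO final · Incubation – overnight compound exposure at 37 °C · Measure – GFP/RFP fluorescence ratio · Benchmarks – DMSO wells and RFP-L50D-GFP cells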
CSN deneddyl inh – blocks human CSN-mediated cullin deneddylation; inhibition, % at 12.5 µM; actives 0.38% (n = 360,000); Purified CSN, SCF-Nedd8-OG deneddylation, fluorescence polarization; Q92905;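 active = pattern-corrected inhibition above about 35%, with an unprinted fluorescence ratio check between 0.5 and 1.5, limit read from the data, passing the limit was not always enough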;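 also: 0% = enzyme with substrate and 100% = substrate without enzyme; some results filed as inactive read as strong as hits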
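Material: human Csn5 produced in HEK293T cells; Input: enzyme 0.24 nM; Reagent: SCFSkp2-Nedd8OG substrate at 10 nM final; Dosing: 12.5 µM compound; Incubation: 90 min reaction at room temperature; Detection: fluorescence polarization of the substrate; Evaluation: % inhibition of substrate cleavage by Csn5; Control set: substrate-only high control, full reaction low control.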
FAS TE block – inhibitors of human fatty acid synthase thioesterase domain | P49327 | actives 0.67% (n = 360,000) | recombinant FAS-TE, OMFH fluorogenic substrate, fluorescence endpoint | inhibition, % at 15 µM;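 active = compounds whose normalised, plate-corrected inhibition of enzyme fluorescence in the single-dose primary screen is 50% or more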;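 also: 0% = DMSO with enzyme and 100% = substrate without enzyme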
SKN-1 inh – C. elegans SKN-1 inhibition. actives 0.49% (n = 360,000). C. elegans VP596 Pgst-4::GFP/RFP ratio, acrylamide-induced, 24 h. inhibition, % at 21.8 µM;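 active = interference check ratio from 0.5 to 1.5 plus GFP to RFP signal ratio inhibition reaching or exceeding a fixed threshold, cut at about 30% in these data, passing the limit was not always enough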; also: some compounds called inactive have numbers as strong as hits
Rpn11 inh – blocks the human proteasome subunit Rpn11 | O00487 | human 26S proteasome, Ub4-pepOG fluorescence polarization; 20S core pre-blocked with epoxomicin | calls only at 20 µM | actives 0.59% (n = 360,000) | AID 588493;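 active = inhibition at 20 µM, scaled to each plate's controls, above about 33%, limit read from the data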
Target sequence (O00487 whole entry, looked up): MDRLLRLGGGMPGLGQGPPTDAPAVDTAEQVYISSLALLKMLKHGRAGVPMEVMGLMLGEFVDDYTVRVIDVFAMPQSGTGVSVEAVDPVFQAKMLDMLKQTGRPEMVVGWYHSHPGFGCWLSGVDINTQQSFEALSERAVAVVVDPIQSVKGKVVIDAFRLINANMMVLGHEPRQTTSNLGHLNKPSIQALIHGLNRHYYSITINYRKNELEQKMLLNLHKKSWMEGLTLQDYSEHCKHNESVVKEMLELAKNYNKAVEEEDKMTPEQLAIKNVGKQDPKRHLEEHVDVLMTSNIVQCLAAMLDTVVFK
An asterisk follows results filed as active; i = inactive; x = no result given.

1	Cc1ccnc(SCC(=O)N2CCc3ccccc3C2)n1
2	Cc1ccc(OCC(O)CNC(C)c2ccccc2)cc1C (configuration not stated)
3	CC(C)c1nnc(SCC(=O)NC(C)(C)C)n1C
4	O=[N+]([O-])c1ccc(N2CCCCC2)nc1N1CCCCC1
5	COC(=O)c1c(C)c[nH]c1C
6	CC(=O)Nc1ccc2nc(CN3CCN(Cc4ccc(F)cc4)C(CCO)C3)ccc2c1 (configuration not stated)
7	COc1ccc2oc(=O)c(C(=O)Nc3ccccc3C)cc2c1
8	CCN(CC)S(=O)(=O)c1ccc2c(c1)N(CC(=O)NCCCN1CC(C)CC(C)C1)C(=O)CO2 (configuration not stated)

Assay by compound	1	2	3	4	5	6	7	8
NadD block	3	-7	5	1	-1	-6	1	-1
Rin1-Abl PPI inh	0	2	-3	-6	-5	-2	-5	-2
PABP1 MLLE inh	5	4	9	2	-5	-11	-2	-4
Neddylation inh	i	i	i	i	i	i	i	i
MT1-MMP act inh	1	1	x	4	-1	-2	-6	-2
CSN deneddyl inh	1	3	-5	1	-2	3	5	3
FAS TE block	-7	-4	-10	21	-10	-5	7	-6
SKN-1 inh	1	6	-5	18	10	-7	18	5
Rpn11 inh	i	i	i	i	i	i	i	i

9	CC(C(=O)c1ccccc1)n1c(N2CCOCC2)nc2c1c(=O)n(C)c(=O)n2C (configuration not stated)
10	COc1ccc2cc(C)c3nnc(SCC(=O)Nc4nc(-c5ccc(F)cc5)cs4)n3c2c1
11	Cc1ccccc1N(CC(=O)NC(C)(C)C)C(=O)CCC(=O)Nc1nccs1
12	COc1ccccc1NC(=O)CSc1nnc(-c2ccco2)n1N
13	Cc1cc(/C=C(\C#N)C(=O)NCc2cccs2)c(C)n1-c1ccc([N+](=O)[O-])cc1
14	CCn1c(COc2c(C)cccc2C)nnc1SCC(=O)N1CCN(c2ccccc2)CC1
15	Cc1ccc(-c2cc(C(=O)Nc3c(C)n(C)n(-c4ccccc4)c3=O)[nH]n2)c(O)c1
16	CC(=O)N1CCN(Cc2nc3cc(NC(=O)NC4CCCCC4)ccc3n2C)CC1

Assay by compound	9	10	11	12	13	14	15	16
NadD block	-7	17	2	-2	6	-17	1	-2
Rin1-Abl PPI inh	4	-1	-1	0	2	1	-5	-3
PABP1 MLLE inh	6	-21	-5	6	26	-46	-14	0
Neddylation inh	i	i	i	i	i	i	i	i
MT1-MMP act inh	6	2	0	-1	0	-2	2	3
CSN deneddyl inh	-4	-6	0	1	-6	-3	-9	-2
FAS TE block	-7	-16	-8	-8	25	-1	-8	-2
SKN-1 inh	-31	3	2	-3	6	-7	-2	0
Rpn11 inh	i	i	i	i	i	i	i	i

17	O/N=C(/c1ccc(Cl)cc1)C1CC1c1ccccc1 (configuration not stated)
18	CCCN1C(=O)c2ccc(C(=O)Nc3ccc4c(c3)OCO4)cc2C1=O
19	COc1ccc(-c2nnc(Nc3ccc(S(=O)(=O)Nc4nccs4)cc3)c3ccccc23)cc1
20	CCOC(=O)N1CCN(C(=O)CN(Cc2ccccc2)S(=O)(=O)c2ccc(OC)c(Cl)c2)CC1
21	CC(=O)c1ccccc1Oc1nc(CN2CCOCC2)nc2scc(-c3cccs3)c12
22	COC(=O)c1ccccc1NC(=O)Cn1nnc(-c2ccc3c(c2)OCO3)n1
23	COc1ccc(-c2c(C)[nH]n3c(=O)c(Cc4ccccc4)c(C)nc23)cc1OC
24	N#Cc1c(NC(NC(=O)c2ccco2)C(=O)c2ccccc2)sc2c1CCCC2 (configuration not stated)

Assay by compound	17	18	19	20	21	22	23	24
NadD block	-10	2	12	-2	3	0	10	17
Rin1-Abl PPI inh	2	1	0	-4	-4	1	-2	2
PABP1 MLLE inh	-11	17	11	6	-13	1	-4	-20
Neddylation inh	i	i	i	i	i	i	i	i
MT1-MMP act inh	1	-2	2	-1	2	2	-2	-4
CSN deneddyl inh	2	6	12	1	1	-3	-16	4
FAS TE block	3	-6	-2	9	6	17	3	36
SKN-1 inh	-1	11	3	4	21	-4	14	11
Rpn11 inh	i	i	i	i	i	i	i	i

25	O=C(O)/C(=C\c1cccc(F)c1)c1ccc(S(=O)(=O)N2CCCCC2)s1
26	COc1ccc(Cc2nc(C(=O)Nc3ccc(F)cc3)cs2)cc1
27	Cc1ccccc1NC(=O)COC(=O)C1=COCCO1
28	Cc1cc(C(=O)N/N=C/C=C/c2ccccc2)n[nH]1
29	CCOC(=O)C(CC)Sc1nnc2cc(C)c3ccccc3n12 (configuration not stated)
30	COc1ccc(C(=O)Nc2nc(C)c3cc4c(cc3n2)OCO4)cc1
31	CCOC(=O)c1c(/N=C/c2cc(C)ccc2O)sc2c1CCN(C)C2
32	O=c1c(C=Nc2ccc(Oc3ccccc3)cc2)c[nH]n1-c1cccc(Cl)n1

Assay by compound	25	26	27	28	29	30	31	32
NadD block	-3	-4	-2	3	-2	6	-7	13
Rin1-Abl PPI inh	1	5	1	-2	-3	-6	6	5
PABP1 MLLE inh	-1	1	8	4	0	-15	12	-1
Neddylation inh	i	i	i	i	i	i	i	i
MT1-MMP act inh	7	-1	4	-1	4	-1	2	4
CSN deneddyl inh	1	2	-3	2	3	4	3	-2
FAS TE block	-8	21	-7	-2	-5	-7	-6	-1
SKN-1 inh	14	-17	-13	7	-15	2	-2	-5
Rpn11 inh	i	i	i	i	i	i	i	i

Three records picked at random from those above, as already listed:
28	Cc1cc(C(=O)N/N=C/C=C/c2ccccc2)n[nH]1
30	COc1ccc(C(=O)Nc2nc(C)c3cc4c(cc3n2)OCO4)cc1
29	CCOC(=O)C(CC)Sc1nnc2cc(C)c3ccccc3n12 (configuration not stated)

Assay by compound	28	30	29
NadD block	3	6	-2
Rin1-Abl PPI inh	-2	-6	-3
PABP1 MLLE inh	4	-15	0
Neddylation inh	i	i	i
MT1-MMP act inh	-1	-1	4
CSN deneddyl inh	2	4	3
FAS TE block	-2	-7	-5
SKN-1 inh	7	2	-15
Rpn11 inh	i	i	i

The listing picks up, repeating the four entries before the break.
29	CCOC(=O)C(CC)Sc1nnc2cc(C)c3ccccc3n12 (configuration not stated)
30	COc1ccc(C(=O)Nc2nc(C)c3cc4c(cc3n2)OCO4)cc1
31	CCOC(=O)c1c(/N=C/c2cc(C)ccc2O)sc2c1CCN(C)C2
32	O=c1c(C=Nc2ccc(Oc3ccccc3)cc2)c[nH]n1-c1cccc(Cl)n1
33	COC(=O)C1=C(C)Nc2c(c(=O)n(C)c(=O)n2C)C1c1ccc(Cl)cc1 (configuration not stated)
34	Cc1ccc(S(=O)(=O)C(F)(F)F)cc1NC(=O)c1cccnc1
35	CCOCCCNC(=O)C1CCCN(S(=O)(=O)c2ccc(-n3cnnn3)cc2)C1 (configuration not stated)
36	CNc1c(NS(=O)(=O)c2ccc(F)c(Cl)c2)c(=O)oc2ccccc12
37	O=C(NCc1ccc(OC(F)(F)F)cc1)c1cc(-c2ccccc2)nn1CC1CC(c2cccnc2)=NO1 (configuration not stated)
38	Cc1ccc(-c2nnc(SCC(=O)N(C)C)nc2-c2ccc(C)cc2)cc1
39	CCN1C(=O)CC(N2CCC(C(=O)N3CCCCCC3)CC2)C1=O (configuration not stated)
40	N=C1c2ccccc2CN1NC(=O)c1cccc(S(=O)(=O)N2CCCCC2)c1

Assay by compound	29	30	31	32	33	34	35	36	37	38	39	40
NadD block	-2	6	-7	13	3	2	1	-4	-2	6	0	-1
Rin1-Abl PPI inh	-3	-6	6	5	0	0	3	-1	4	-5	0	-1
PABP1 MLLE inh	0	-15	12	-1	4	0	-10	2	-22	-10	7	6
Neddylation inh	i	i	i	i	i	i	i	i	i	i	i	i
MT1-MMP act inh	4	-1	2	4	2	-2	-4	2	0	-5	0	-1
CSN deneddyl inh	3	4	3	-2	-1	-1	-2	1	0	-4	-3	-7
FAS TE block	-5	-7	-6	-1	-1	-1	-2	0	4	11	-10	-2
SKN-1 inh	-15	2	-2	-5	7	2	8	8	-8	-3	4	6
Rpn11 inh	i	i	i	i	i	i	i	i	i	i	i	i

41	Nn1c(SCC(=O)NC2CCCCCC2)nnc1-c1ccco1
42	O=C(N/N=C/c1cccs1)c1cc(-c2ccc(Cl)s2)[nH]n1
43	Cc1ccc(OCCC(=O)OCC(=O)N2c3ccccc3NC(=O)C2(C)C)cc1
44	COc1ccc(CCNC(=O)CSc2ccc3nnc(CCNC(=O)c4ccccc4)n3n2)cc1OC
45	COc1ccc(NC(=O)CN(C)C(=O)CCNC(=O)Nc2ccccc2)cc1
46	O=C(NCc1ccncc1)/C(=C\c1ccc(F)cc1)NC(=O)c1ccccc1
47	CC(O)CNC12CC3CC(CC(C3)C1)C2 (configuration not stated)
48	CC(=O)NC(Cc1cccc(C)c1)C(=O)NC1CCN(C(=O)c2ccc([N+](=O)[O-])cc2)CC1 (configuration not stated)

Assay by compound	41	42	43	44	45	46	47	48
NadD block	1	0	-3	-4	-1	0	0	-2
Rin1-Abl PPI inh	-1	-1	2	1	1	-4	4	-3
PABP1 MLLE inh	-4	4	-8	-3	12	-13	15	8
Neddylation inh	i	i	i	i	i	i	i	i
MT1-MMP act inh	2	2	2	0	-2	2	2	0
CSN deneddyl inh	-4	4	-2	2	4	-3	-1	-1
FAS TE block	-6	0	6	-3	-4	-3	-3	-4
SKN-1 inh	15	-3	-5	-8	10	-4	8	-9
Rpn11 inh	i	i	i	i	i	i	i	i

49	C/C(=N\Nc1ccc([N+](=O)[O-])cc1)c1ccc(N2CCOCC2)cc1
50	CN(Cc1c(F)cccc1Cl)C(=O)c1cc2ccccc2o1
51	Cc1ccc(C(=O)Nc2cccnc2N2CCN(C)CC2)cc1
52	Cn1nc(C(C)(C)C)c(NC(=O)c2sccc2Cl)c1C(C)(C)C
53	CCCC(C)NC(=O)COC(=O)c1cc(Br)c(Br)s1 (configuration not stated)
54	O=C(/C=C/c1cccs1)NC(=S)Nc1ccccc1
55	COc1cccc(NC(=O)CN(C)C(=O)C2CC(=O)N(CCc3ccc(OC)c(OC)c3)C2)c1 (configuration not stated)
56	CC(=O)Nc1ccc(NC(=O)C2CCCN(S(=O)(=O)c3ccc(Cl)cc3)C2)cc1 (configuration not stated)

Assay by compound	49	50	51	52	53	54	55	56
NadD block	3	5	-1	2	-5	-5	6	-1
Rin1-Abl PPI inh	2	-2	3	0	0	3	0	1
PABP1 MLLE inh	-60	4	0	14	-13	12	10	-6
Neddylation inh	i	i	i	i	i	i	i	i
MT1-MMP act inh	3	5	1	0	1	1	1	3
CSN deneddyl inh	2	7	-4	-5	9	-2	-3	0
FAS TE block	-1	9	-6	-3	4	10	-4	-5
SKN-1 inh	-1	-6	-5	-2	-3	22	-9	-8
Rpn11 inh	i	i	i	i	i	i	i	i

57	CCOC(=O)NC(=S)Nc1c(C)n(C)n(-c2ccccc2)c1=O
58	CC1CN(C(=O)c2cc(S(=O)(=O)N3CCCCC3)ccc2Cl)CC(C)O1 (configuration not stated)
59	CCOC(=O)c1ccc(N2C(=O)C(CC(N)=O)N(NC(=O)c3cccc(F)c3)C2=S)cc1 (configuration not stated)
60	COc1ccc(Nc2cc(C)c3c(O)cccc3n2)cc1
61	O=Cc1ccc(OCc2ccccn2)cc1

Assay by compound	57	58	59	60	61
NadD block	-7	2	-4	-2	-4
Rin1-Abl PPI inh	0	-2	6	-2	-1
PABP1 MLLE inh	19	3	-44	-4	7
Neddylation inh	i	i	i	i	i
MT1-MMP act inh	-2	1	2	2	-2
CSN deneddyl inh	-2	-1	2	3	-1
FAS TE block	-5	-7	-3	2	-7
SKN-1 inh	1	-5	13	22	11
Rpn11 inh	i	i	i	i	i
